# Kir21 block: inhibitors of mouse Kir2.1 inward-rectifier potassium channel | Inward rectifier potassium channel 2 (Mus musculus), P35561 | HEK293-Kir2.1, FluxOR thallium flux fluorescence; hits give low values | B-score at 10 µM | 0.85% of 310,000 active | AID 1672, 2009;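 active means fluorescence ratio B-score at or below minus 3 SD of library scores, with starting-brightness B-score within 2 SD, cut at about -4.2 in these data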;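 further: channel flux triggered by added potassium and thallium sulfate stimulus; B-score of peak minus minimum fluorescence over baseline after thallium stimulus; more negative B-score means stronger Kir2.1 block with less thallium influx; some compounds called inactive have numbers as strong as hits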
# Target sequence (P35561 whole entry, looked up): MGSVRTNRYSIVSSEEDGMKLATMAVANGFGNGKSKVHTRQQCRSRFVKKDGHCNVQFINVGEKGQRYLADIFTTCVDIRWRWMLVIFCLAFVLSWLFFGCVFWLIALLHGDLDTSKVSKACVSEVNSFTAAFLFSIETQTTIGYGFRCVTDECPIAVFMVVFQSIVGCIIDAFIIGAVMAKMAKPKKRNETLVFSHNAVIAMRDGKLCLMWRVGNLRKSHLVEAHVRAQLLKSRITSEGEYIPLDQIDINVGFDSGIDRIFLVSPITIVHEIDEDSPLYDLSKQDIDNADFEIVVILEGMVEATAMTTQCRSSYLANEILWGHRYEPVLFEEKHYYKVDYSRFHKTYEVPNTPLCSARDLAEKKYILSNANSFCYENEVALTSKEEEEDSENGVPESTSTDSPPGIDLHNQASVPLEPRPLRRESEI
# KCNQ2 block: KCNQ2 potassium channel inhibitors, primary screen, cell-based, CHO-K1, FluxOR thallium flux, B-score (AID 2156); 20 min; hits give low values; 1.1% of 310,000 active; B-score at 10 µM; Potassium voltage-gated channel subfamily KQT member 2 (Rattus norvegicus), O88943;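 active means fluorescence ratio B-score at most minus 3 library SDs, with starting brightness B-score within 2 library SDs, cut at about -5.5 in these data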
# An asterisk follows results filed as active; i = inactive.
structure | Kir21 block | KCNQ2 block
CC(C)[C@@H]1C=C(C(=O)O)O[C@H](OCCCCO)C1 | -1.5 | i
O=C1CCCc2c1nc(-c1ccc([N+](=O)[O-])cc1)n2O | 1.2 | i
COc1ccc(CCNC(=O)CSc2ncn[nH]2)cc1 | -0.02 | i
CC(C)n1cnc2cc(NCc3nc4ccccc4n3C)ccc21 | -0.24 | i
NC(=O)C1CCN(C(=O)c2cc3ccccc3cc2O)CC1 | 1.6 | i
CCOC(=O)N1CCN(Cc2nc3cc(NC(C)=O)ccc3n2CC)CC1 | 0.62 | i
N#C/C(=C\c1coc2ccc(O)cc2c1=O)C(=O)Nc1nc2ccccc2s1 | -14 | i
Cc1cnc(C(=O)N2CCCC(C(=O)c3ccc(C(C)(C)C)cc3)C2)cn1 (stereo not given) | 0.66 | i
CCOC(=O)C(NC(=O)c1ccccc1)=C1C=C(C)OC(C)=C1 | 0.46 | i
COc1ccc(N(CC(=O)Nc2ccc(C)cc2C)S(=O)(=O)c2c(C)n[nH]c2C)cc1 | 0.01 | i
COc1cc(OC)cc(C(=O)NCCNC(=O)c2ccccn2)c1 | 1.3 | i
Cc1ccc(S(=O)(=O)C/N=C(/NC(=S)N(c2ccccc2)c2ccccc2)c2ccccc2)cc1 | -1 | -5.9*
CCn1c(C)[n+](CCOC(C)=O)c2cc(Cl)c(Cl)cc21 | -0.27 | i
C[C@H]1O[C@H](O[C@H]2[C@H](O)[C@@H](O)[C@@H](O[C@H]3[C@H](O)[C@@H](O)C(O)O[C@@H]3CO)O[C@@H]2CO)[C@H](O)[C@@H](O)[C@@H]1N[C@H]1C=C(CO)[C@@H](O)[C@H](O)[C@H]1O (stereo not given in full) | 2.3 | i
CCOC(=O)c1ccc(Oc2c(C)oc3c(CN4CCN(C)CC4)c(O)ccc3c2=O)cc1 | 2 | i
NC(=O)c1c(NC(NC(=O)c2ccco2)(C(F)(F)F)C(F)(F)F)sc2c1CCCC2 | -0.23 | i
Cc1onc(-c2c(Cl)cccc2Cl)c1C(=O)O/N=C(\C#N)c1c(Cl)cccc1Cl | -1.1 | i
COC(=O)c1cc(C#N)c(NCc2ccccc2)nc1C | 0.6 | i
CCCN(CCC)c1cc(Cl)nc(N)n1 | 0.45 | i
CCCCCCn1cc(C(=O)O)c(=O)c2cc(F)c(N3CCN(C)CC3)cc21 | 1.7 | i
Cc1ccc(NC(=O)C2=C(C(=O)O)CCCC2)cc1Br | -0.28 | i
CCN(CC)C(=O)COC(=O)c1ccc(O)cc1 | -0.87 | i
O=C(c1ccco1)N1CCN(C(=S)Nc2cccc([N+](=O)[O-])c2)CC1 | -0.17 | i
O=C1OCCN1CC(=O)N1CCc2c([nH]c3ccccc23)C1c1ccccn1 (stereo not given) | -0.35 | i
O=C(Nc1cccc(C(F)(F)F)c1)c1cccnc1N1CCN(c2ccccc2)CC1 | 1.4 | -7*
Cn1c(=O)c(C(=O)CN2CCCc3ccccc32)c(N)n(Cc2ccccc2)c1=O | -0.11 | i
Cc1ccc(S(=O)(=O)N(C)c2ccc(C(=O)Nc3c(C)n(C)n(-c4ccccc4)c3=O)cc2)cc1 | -0.08 | i
CC1CCN(S(=O)(=O)c2ccc3ncn(CC(=O)N(C)Cc4ccccc4)c(=O)c3c2)CC1 | -0.02 | i
O=C(O)c1ccc(N2C(=O)CC(N3C(=O)/C(=C/c4ccc(Cl)cc4)SC3=S)C2=O)cc1 (stereo not given) | 0.58 | i
CC1Cc2ccccc2N1C(=O)CN(C)S(=O)(=O)c1cccc2cccnc12 (stereo not given) | 1.1 | i

# Overlap with the part before: 2 entries; new compounds follow.
structure | Kir21 block | KCNQ2 block
O=C(O)c1ccc(N2C(=O)CC(N3C(=O)/C(=C/c4ccc(Cl)cc4)SC3=S)C2=O)cc1 (stereo not given) | 0.58 | i
CC1Cc2ccccc2N1C(=O)CN(C)S(=O)(=O)c1cccc2cccnc12 (stereo not given) | 1.1 | i
COC(=O)Cc1ccc(NC(=O)c2ccc(Br)o2)cc1 | 1.3 | i
O=C(NC1CCCCCC1)C1c2ccccc2C(=O)N1Cc1cccs1 (stereo not given) | 0.02 | i
CCc1cccc(NC(=O)Cn2cc3c(n2)CCCC3)c1 | 1.2 | i
O=C(NCCOC(=O)c1ccc(Cl)c(S(=O)(=O)N2CCCCC2)c1)c1ccncc1 | -1.5 | i
O=c1cc(CN2CCc3ccccc32)c2ccc(O)cc2o1 | 2.3 | i
Cc1ccnc(NC(=O)c2ccc3c(c2)OCO3)c1 | -1.3 | i
Cc1ccc(C)c(S(=O)(=O)Nc2ccc(C(=O)N3CCCCC3)cc2)c1 | -0.01 | i
C=CCN(C(C)=O)C1CC(=O)N(c2ccc(OCCC)cc2)C1=O (stereo not given) | 0.38 | i
C=CCNC(=S)Nc1ccc(F)cc1F | -1.2 | i
Cc1nc(Cl)c(C#N)cc1-c1ccccc1 | -0.06 | i
Cc1csc2nc(CSc3nc4ccccc4o3)c(Br)n12 | -0.17 | i
Cc1ccc(N2C(=O)CN=C2Nc2nc(C)cc(C)n2)cc1 | -1.3 | i
CN(C)c1nc(OCCNC(=O)Nc2ccccc2)nc(N2CCOCC2)n1 | -0.81 | i
C=CCCC(=O)NC1CCCc2c1cnn2-c1ccccc1F (stereo not given) | 0.35 | i
COc1ccc(CCNC(=O)c2cc(-c3cc(Cl)cc(Cl)c3)oc2C)cc1 | 0.16 | i
Cc1ccc(S(=O)(=O)NCC(=O)N2CCCCC2)cc1 | -0.28 | i
CCCCCOc1ccc(CSc2ncn[nH]2)cc1 | 0.44 | i
CCc1nc(-c2ccc(C)nc2OC)no1 | 0.09 | i
CCOC(=O)c1ccc(NC(=O)NCCc2cnc[nH]2)cc1 | 1.2 | i
CCOc1ccc(CCNC(=O)c2nn(C)c3c2CS(=O)(=O)c2ccccc2-3)cc1 | -0.41 | i
Cc1nc(-c2ccc3c(c2)OCCO3)cs1 | -0.09 | i
O=C(CCC1CCCC1)N1CCC(N2CCN(c3ccccc3)CC2)CC1 | 0.14 | i
COCCN1CCn2c(nc3cc(NS(C)(=O)=O)ccc32)C1 | -0.55 | i
CCCc1c2ccccc2nc2ccccc12 | -2 | i
O=C(O)c1ccc(Nc2nc(-c3cccnc3)nc3ccccc23)cc1 | -0.94 | i
CN1CCN(CCCNC(=O)CCN2C(=O)COc3ccccc32)CC1 | -1.8 | i
CCOc1ccc(S(=O)(=O)Nc2nccs2)cc1 | 0.17 | i
N#C/C(=C\c1ccccc1[N+](=O)[O-])c1nc(C2CC2)cs1 | 0.69 | i
CCOCCn1c(CN2CCN(c3ccc(OC)cc3)CC2)nc2c1c(=O)n(C)c(=O)n2C | -0.38 | i
Cc1cc(S(=O)(=O)N2CCC(N3CCCCC3)CC2)ccc1-n1cnnn1 | 0 | i

# (cont.)
structure | Kir21 block | KCNQ2 block
CCC(C)n1c(=N)c(C#N)cc2c(=O)n3ccccc3nc21 (stereo not given) | -0.03 | i
CC(C)c1nc(SCC(=O)Nc2ccc([N+](=O)[O-])cc2Br)n[nH]1 | -1.5 | i
Cc1ccc(-c2csc(NC(=O)Cc3ccc(F)cc3)n2)o1 | 0.13 | i
O=C(/C=C/c1ccccc1Cl)N(c1ccccn1)C1CCCCC1 | -0.14 | -7.4*
CCOC(=O)c1cc2c(ccn2C)n1CC(=O)N1CCCC(C)C1 (stereo not given) | -0.15 | i
Cc1cc(Nc2ccc(N3CCC(C)CC3)cc2)n2ncnc2n1 | 0.03 | i
N#C/C(C(=O)NCc1ccccc1)=C1/SC(Cc2ccc(Cl)cc2)C(=O)N1c1ccccc1 (stereo not given) | 0.03 | i
NC(=O)c1ccc(-n2nnnc2SCC(=O)Nc2ccc(F)cc2)cc1 | -0.03 | i
CCCOc1ccc2[nH]cc(C(=O)O)c(=O)c2c1 | 2.4 | i
Cc1ccc(NC(=O)CCl)cc1S(=O)(=O)N1CCCCCC1 | -0.65 | i
CSCCC(NC(=O)c1ccccc1)c1nc(-c2ccccc2)no1 (stereo not given) | 1.7 | i
CCCN(CCC)C(=S)NC(=O)c1ccc(-c2ccccc2)cc1 | 0.99 | i
CCN(CC)S(=O)(=O)c1cccc(-c2nnc(SCC(=O)NC3CCCCCC3)n2N)c1 | 0.06 | i
CC1CCc2c(sc3ncn(CC(=O)N4CCCCC4)c(=O)c23)C1 (stereo not given) | -0.03 | i
O=C(Nc1cccc(Cl)c1)N1CCN2C(=O)c3ccccc3C12c1ccccc1 (stereo not given) | 0.93 | i
CC(=O)c1nc2ccccc2n1Cc1ccccc1 | -1.3 | i
Cc1ccc(NC(=O)c2ccc(OC(=O)c3ccco3)cc2)cc1 | -0.05 | i
O/N=C1/CCc2nonc2/C1=N/O | -0.48 | i
Cc1sc2nc[nH]c(=O)c2c1-c1ccc(Cl)cc1 | 0.34 | i
CCOC(=O)CSc1nc2ccccc2c(=O)[nH]1 | 2.6 | i
CN(C)C(=O)c1nc2ccc(Cl)cn2c1CN1CCCC(OCc2ccccc2)C1 (stereo not given) | 0.09 | i
CCCN1C2CCCC1CC(NC(=O)NC13CC4CC(CC(C4)C1)C3)C2 (stereo not given) | -0.04 | i
CCc1ccc(N(C(C)=O)c2nc(CCl)cs2)cc1 | -0.71 | i
O=C(Nc1ccc(-n2cnnn2)cc1)c1cn2ccccc2n1 | -0.98 | i
Cc1cc(C)nc(SCc2nnc(SCC(=O)N3CCCc4ccccc43)o2)n1 | -5* | i
CCNc1nc(Cl)nc(NCCOc2ccc(C)cc2)n1 | -0.12 | i
Brc1ccc(OCCOc2cccc3cccnc23)cc1 | 0.03 | i
COc1cccc(OCCNc2cc(N3CCCCC3)ccc2[N+](=O)[O-])c1 | 0.23 | i
CCc1ccc(OCC(=O)NC(NC(=S)Nc2ccccc2)C(Cl)(Cl)Cl)cc1 (stereo not given) | 0.24 | i
CCC1CCCCN1CCCNC(=O)C1CCC(CNS(=O)(=O)c2c(C)cc(C)cc2C)CC1 (stereo not given) | 0.14 | i

# Continuation.
structure | Kir21 block | KCNQ2 block
O=C1c2ccccc2S(=O)(=O)N1CCOc1ccccc1 | -0.74 | i
Cc1ccc(/C=N/NC(=O)Cn2cncn2)cc1 | -0.78 | i
Cc1nc2ccc(Cc3ccc4nc(C)[nH]c4c3)cc2[nH]1 | 2.3 | i
S=C(NNc1cccc(Cl)c1)NC1CCCCC1 | 0.3 | i
CCOC(=O)NC(=O)C(=CNc1cccc(C)c1)C(=O)NC(=O)OCC | 0.72 | i
COc1ccc(S(=O)(=O)N2CCCOC2CNC(=O)C(=O)NCCCn2ccnc2)cc1 (stereo not given) | 1.4 | i
O=C(c1cnn(-c2ccccc2)c1)c1cc(F)ccc1O | -0.57 | i
O=C(COc1ccccc1)N(CCc1ccccc1)c1nc(-c2ccc(F)cc2)cs1 | 0.03 | i
Clc1ccc(N2CCN(c3ccnc(Cl)n3)CC2)cc1 | -0.56 | i
O=C(NCc1ccc(S(=O)(=O)Nc2ccccc2Cl)s1)c1ccccc1 | -2.1 | i
COc1cc(NC(=O)c2cc(CC(C)C)on2)c(OC)cc1Cl | 2.4 | -7.8*
O=C(CSc1nnc(C2CC2)n1-c1ccccc1)NCCc1ccc(F)cc1 | -0.04 | i
CC(=O)N1CCN(c2ccc(NC(=O)c3ccc4ccccc4c3)cc2)CC1 | 0.41 | i
COc1cc2[nH]c3c(N4CCN(c5ccccn5)CC4)ncnc3c2cc1OC | -0.41 | i
N#CC1(NC(=O)COC(=O)c2cc(=O)[nH]c3ccccc23)CCCCC1 | 0.08 | i
OC(C#CCCN1CCCCC1)(c1ccccc1)C1CCCCC1 (stereo not given) | -1.3 | i
CN1CCN(S(=O)(=O)c2cccc(S(=O)(=O)c3ccc(Cl)cc3)c2)CC1 | -3.2 | i
CC(=O)c1ccc(N2CCN(C(=O)CCc3ccccc3)CC2)cc1 | 0.3 | i
O=C(Nc1nnc(CC2=CCCCC2)s1)Nc1ccccc1F | 1.4 | i
Cc1ccc(C)n1NC(=O)c1ccccc1O | 0.45 | i
CCc1ccccc1NC(=O)C1CCCN(c2nn3c(=O)cc(C)nc3s2)C1 (stereo not given) | 0.64 | i
O=C(OCc1csc(Nc2ccccc2)n1)c1ccc(Cl)cc1 | -0.68 | i
CC(=O)NC1=NN(C(C)=O)C(C)(c2cccs2)S1 (stereo not given) | -0.01 | i
CS(=O)(=O)c1cnc(-c2ccccc2)nc1-c1ccc(Cl)c(Cl)c1 | 2.1 | i
CCOc1ccc(C(C)NC(=O)c2cccs2)cc1OCC (stereo not given) | 0.72 | i
COC(=O)CP(=O)(c1ccccc1)c1ccccc1 | 0.44 | i
CC(C)c1ccccc1NC(=O)COc1ccc(C(=O)NCCc2ccccc2)cc1 | -0.01 | i
Oc1ccccc1Oc1ncc(Br)c(N2CCOCC2)n1 | -0.54 | i
COc1ccc(CN2CCN(C(C)C)C(CCO)C2)cc1Cn1cccn1 (stereo not given) | -0.04 | i
COc1cc(C(=O)Nc2cccc(-c3nncn3C)c2)cc(OC)c1OC | -1.3 | i

# The listing continues:
structure | Kir21 block | KCNQ2 block
CCC(=O)N1c2ccc(S(=O)(=O)CCC(=O)N3CCn4c3nc3ccccc34)cc2CC1C (stereo not given) | -2.4 | i
O=C(c1ccc(C(=O)N2CCOCC2)nc1)N1CCOCC1 | 0.13 | i
COC(=O)c1ccc(COc2cccnc2[N+](=O)[O-])cc1 | -0.01 | i
CCOc1ccc(NC(=O)CSc2ccc(-c3cccnc3)nn2)cc1 | 0.14 | i
N/C(=N\OC(=O)CCCOc1ccc(Cl)cc1Cl)c1ccncc1 | -0.77 | i

# An excerpt from above in order of their number in Kir21 block, descending.
structure | Kir21 block | KCNQ2 block
CCOc1ccc(NC(=O)CSc2ccc(-c3cccnc3)nn2)cc1 | 0.14 | i
O=C(c1ccc(C(=O)N2CCOCC2)nc1)N1CCOCC1 | 0.13 | i
CCC(=O)N1c2ccc(S(=O)(=O)CCC(=O)N3CCn4c3nc3ccccc34)cc2CC1C (stereo not given) | -2.4 | i
